Screens deposited in PubChem BioAssay by Sanford-Burnham Center for Chemical Genomics.
EBI2 antag – blocks human EBI2 receptor beta-arrestin signaling; EBI2 beta-arrestin recruitment, luminescence, 7a,25-OHC stimulated; inhibition, % at 5 µM; AID 651636; 360,000 tested, 0.81% active; in the data active means inhibition above about 38%;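 further: enzyme fragment complementation signal reports receptor beta-arrestin coupling in cells; 0% = agonist plus DMSO wells and 100% = wells without agonist; some results beyond the cut were filed as inactive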
Target sequence (P32249 whole entry, looked up, the tested form may be a part): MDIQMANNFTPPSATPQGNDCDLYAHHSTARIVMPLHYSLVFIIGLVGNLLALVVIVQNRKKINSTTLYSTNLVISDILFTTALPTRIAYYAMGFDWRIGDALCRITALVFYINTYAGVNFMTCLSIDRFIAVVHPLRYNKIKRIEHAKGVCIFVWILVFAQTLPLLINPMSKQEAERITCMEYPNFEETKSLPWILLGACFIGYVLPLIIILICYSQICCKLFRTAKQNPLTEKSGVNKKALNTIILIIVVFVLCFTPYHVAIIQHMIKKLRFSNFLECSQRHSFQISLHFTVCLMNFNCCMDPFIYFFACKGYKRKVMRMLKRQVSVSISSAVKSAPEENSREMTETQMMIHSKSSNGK
CCR6 antag – blocks CCL20-driven beta-arrestin recruitment at human CCR6 | P51684 | CHO-K1 CCR6 PathHunter beta-arrestin, luminescence, CCL20-stimulated | inhibition, % at 20 µM | 340,000 tested, 0.49% active | AID 493098;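 active means compounds whose inhibition of the agonist-driven luminescence signal at 20 µM reaches about 50%, limit read from the data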;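 further: cells stimulated with CCL20 at 14 nM final; plate controls were DMSO with CCL20 for no effect and DMSO without agonist for full effect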
CXCR6 inh – inhibitors of human CXCR6 receptor. 360,000 tested, 0.36% active. O00574. inhibition, % at 20 µM. CHO-K1 PathHunter CXCR6 beta-arrestin, luminescence. AID 602244; in the data active means inhibition above about 34%, passing the limit was not always enough;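 further: antagonist mode with CXCL16 agonist at 10 nM final; 0% = 10 nM CXCL16 with DMSO and 100% = unstimulated wells without agonist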
Target sequence (O00574 whole entry, looked up): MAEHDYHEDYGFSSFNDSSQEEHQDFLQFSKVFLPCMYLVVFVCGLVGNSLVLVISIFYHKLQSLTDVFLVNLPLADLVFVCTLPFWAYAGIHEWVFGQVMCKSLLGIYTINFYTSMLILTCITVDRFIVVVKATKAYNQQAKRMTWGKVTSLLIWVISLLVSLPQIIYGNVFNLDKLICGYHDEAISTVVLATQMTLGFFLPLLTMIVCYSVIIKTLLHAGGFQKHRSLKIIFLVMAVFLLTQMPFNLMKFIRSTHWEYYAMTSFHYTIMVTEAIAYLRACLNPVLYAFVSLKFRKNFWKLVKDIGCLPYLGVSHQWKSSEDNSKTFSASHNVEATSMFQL
An asterisk follows results filed as active. A portion of the library; count on the stated rates, not on these rows.

SMILES	EBI2 antag	CCR6 antag	CXCR6 inh
CCSC1=NSC2=NC(=O)/C(=C\c3coc4ccccc4c3=O)C(=N)N12	14	-15	-12
OC(CNCCN1CCNCC1)Cc1ccccc1 (configuration not stated)	-13	-2	-4
C=CC#CC[N+]1(CC#Cc2ccccc2)CCOCC1	5	12	2
CC1CCCC(C)N1CCOc1cc(N)ccc1C#N (configuration not stated)	-6	4	-5
O=C1NC[C@H](Cc2ccccc2)N(CC2CCN(CCCCc3ccccc3)CC2)C1=O	-2	-3	-2
COC(=O)c1ccc(C)cc1C1CN=NC12Cc1cc(C)ccc1C2=O (configuration not stated)	-1	8	2
O=S(=O)(CC(CN1CCCCC1)N1CCCCC1)c1ccc2ccccc2c1 (configuration not stated)	7	14	-2
CC(=O)Nc1ccc(NC(=O)COC(=O)c2ccc(S(=O)(=O)N(C)c3ccccc3)cc2)cc1	-2	14	3
CCC[C@H]1CC(=O)C=C(c2ccc(OC)cc2)ON1C(=O)OC(C)(C)C	14	14	4
O=C(/C=C/c1cccs1)Nc1scc(-c2ccccc2)c1C(=O)O	-7	9	16

Next section, overlapping the part above by two compounds.
SMILES	EBI2 antag	CCR6 antag	CXCR6 inh
CCC[C@H]1CC(=O)C=C(c2ccc(OC)cc2)ON1C(=O)OC(C)(C)C	14	14	4
O=C(/C=C/c1cccs1)Nc1scc(-c2ccccc2)c1C(=O)O	-7	9	16
O=C(NN=Cc1ccccc1O)C(O)c1ccccc1 (configuration not stated)	2	4	-2
CC1(C)C2(C#N)C(=O)NC(=O)C12C#N (configuration not stated)	-2	1	0
CCOc1ncccc1C(=O)OCC(=O)Nc1cc(S(=O)(=O)N2CCCCC2)ccc1Cl	4	14	-2
C/C(=C/C(=O)N1CCN(C)CC1)C(=O)O	8	6	-7
N#CCCN(C(=O)COC(=O)C1CCN(S(=O)(=O)c2ccccc2C(F)(F)F)CC1)c1ccccc1	-2	23	4
Cn1cc(Br)c(C(=O)NNC(=O)c2ccc(Br)cc2)n1	-4	13	-11
CC12CN3CC(C)(CN(C1)C3c1ccc3c(c1)OCO3)C2=O (configuration not stated)	-17	10	-3
COc1ccc(C2CC(c3ccc(Cl)cc3)Nc3nc(NC(=O)c4ccco4)nn32)cc1 (configuration not stated)	-1	-3	5
Cc1ccccc1CNC(=O)c1cc2ccccc2o1	13	5	-8
Cc1nc2c(=O)n(C)c(=O)n(C)c2nc1Cl	-6	39	34

SMILES	EBI2 antag	CCR6 antag	CXCR6 inh
O=C(c1ccccc1)C1OC1C(=O)c1ccccc1 (configuration not stated)	-13	7	3
NC(=S)NN=C1c2ccccc2-c2cc(Br)ccc21	12	40	24
O=C(NN=Cc1ccccc1)c1ccccc1	2	-2	0
Nc1ccc2c(c1)C(=O)c1cc(N)c(Cl)cc1-2	4	22	7
C[C@]1(O)CC(=O)C=C[C@H]1Nc1ccccc1	-14	2	1
O=C(N=Nc1c(O)n(Cc2ccccc2)c2ccccc12)c1cc2ccccc2cc1O	19	41	17
CCOC(=O)C1CCN(C(=O)c2cccc(S(=O)(=O)N3CCCc4ccccc43)c2)CC1	5	15	11
Cc1ccccc1-c1cccc([C@@H]2C[C@H]3[C@H](CON3C)CN2C)c1	-2	10	10
O=C(O)c1ccccc1C(=O)c1cccc2c(F)cccc12	-1	5	-6
COc1cccc(C2/C(=C(/O)c3ccccc3)C(=O)C(=O)N2CCCC(=O)O)c1 (configuration not stated)	7	4	-5

SMILES	EBI2 antag	CCR6 antag	CXCR6 inh
CCN(CC)S(=O)(=O)c1ccc(N2CCOCC2)c(NC(=O)CSCc2c(C)noc2C)c1	2	6	13
CC(C)(C)OC(=O)N1CCN(Cc2ccc(F)c(B(O)O)c2)CC1	-7	3	0
CC(OC(=O)CCNS(=O)(=O)c1ccccc1)C(=O)Nc1ccc(S(=O)(=O)N2CCCCC2)cc1 (configuration not stated)	2	6	-14
CCCn1cnc2c(SCc3ccc(Cl)cc3)nc(N)nc21	2	16	4
O=C(C1=C[C@@H](c2coc3ccccc3c2=O)C[C@@H](OCc2ccc(CO)cc2)O1)N1CCN(Cc2ccccc2)CC1	2	23	9
Cc1c(/C(O)=C2\C(=O)C(=O)N(CCCN(C)C)C2c2ccco2)cnn1-c1ccccc1 (configuration not stated)	-1	-2	2
O=C(CC(=O)c1ccncc1)c1ccccc1	-2	22	6
COc1ccc(CCNC(=O)CN2CCC(n3nnc4cc(F)ccc43)CC2)cc1OC	-4	3	7
Nc1ccc2c(c1)OC1(CCCCC1)O2	5	-10	0
Cc1cc2nc(/C=C/c3nc4cc(C)c(C)cc4[nH]3)[nH]c2cc1C	-3	-14	-11

SMILES	EBI2 antag	CCR6 antag	CXCR6 inh
CCCCCn1c(SCC(=O)c2ccccc2)nc2cc(C(=O)NCC3CCCO3)ccc2c1=O (configuration not stated)	4	6	-1
CC1=Nc2ccccc2/C1=C/c1c(N)n2c(S(=O)(=O)CC(C)C)nsc2nc1=O	-4	20	1
COCCCN(C(=O)c1ccc(-c2ccc(C(C)=O)cc2)o1)c1c(N)n(CC(C)C)c(=O)[nH]c1=O	-10	14	5
COc1cccc(C2c3cc4c(cc3OC(N3CCCC3)C2C)OCO4)c1O (configuration not stated)	9	12	2
Cc1ccc([N+](=O)[O-])cc1N=Nc1c(-c2ccc([N+](=O)[O-])cc2)[nH]n(C(N)=S)c1=O	11	50	12
COc1ccc(/C=C(/NC(=O)c2ccccc2)C(=O)N/N=C/c2ccc3c(c2)OCO3)cc1OC	-2	0	-1
COc1ccccc1/C=C/C(=O)/C=C/c1ccccc1O	44*	30	14
CCCN(CCC)c1ccc(/C=C/c2ccc3cc(OCC)ccc3n2)cc1	37	15	0
CCn1cc(C=C2C(=O)c3ccccc3C2=O)c2ccccc21	3	51*	7
CC(=O)C1=CN(CC2CCCCC2)CCC1=O	2	-1	-4

SMILES	EBI2 antag	CCR6 antag	CXCR6 inh
Cc1ccc(OCCC(=O)OCC(=O)Nc2ccc(C)c(S(=O)(=O)N3CCOCC3)c2)cc1	-12	22	-6
O=C(Nc1ccccc1)C(c1ccccc1)C1CCCC1 (configuration not stated)	18	28	-2
CCN(CC(=O)NC(C)C)C(=O)c1ccc(Cl)cc1	-4	0	-10
O=C(CNC(=O)OCc1ccccc1)OC(c1ccccc1)c1ccccc1	20	24	4
CCC(C)C(N)C1=NC(C(=O)N[C@@H](CC(C)C)C(=O)N[C@H](CCC(=O)[O-])C(=O)N[C@H](C(=O)N[C@H]2CCCCNC(=O)[C@H](CC(N)=O)NC(=O)[C@@H](CC(=O)[O-])NC(=O)[C@H](Cc3cnc[nH]3)NC(=O)[C@@H](Cc3ccccc3)NC(=O)[C@H]([C@@H](C)CC)NC(=O)[C@@H](CCCN)NC2=O)[C@@H](C)CC)CS1.[Zn+2] (some centres not stated)	8	5	6
CCC1c2ccccc2C(=O)C1C(N)=O (configuration not stated)	-11	-14	-11
NC(CSC(c1ccccc1)(c1ccccc1)c1ccccc1)C(=O)O (configuration not stated)	4	24	7
C=C(C)C(=O)Oc1ccc(N=Nc2ccc(C)cc2)ccc1=O	-6	92*	65*
COc1cc(C(=O)Nc2nnc(Cc3ccccc3)s2)cc(OC)c1OC	4	9	-9
COc1cccc2nc3c(C(=O)NCCN(C)C)cccc3cc12	-14	10	-1

SMILES	EBI2 antag	CCR6 antag	CXCR6 inh
Cc1ccc(C2(C)NC(=O)N(CC(=O)NCCN3C(=O)S/C(=C\c4cccnc4)C3=O)C2=O)cc1 (configuration not stated)	-6	10	2
CN1CCN(c2nc3c(c(=O)[nH]c(=O)n3C)n2CCOc2ccccc2)CC1	-4	1	-1
COc1ccc(NC(=O)c2oc3ccccc3c2NC(=O)c2ccc(OC)c(OC)c2)c(OC)c1	3	8	7
CC1(C)Nc2cccc3cccc(c23)N1	-14	2	4
CCCCn1cnc2c(c(CC#N)nn2-c2ccccc2)c1=N	-3	10	11
O=C(/C=C/c1ccco1)Nc1ccccn1	2	17	3
Cc1ccc2nc(NC(=S)NC(=O)c3ccco3)sc2c1	0	25	18
CC(=O)N1CC2(CC(=O)OC(C)C)CN(C(C)=O)CC(CC(=O)OC(C)C)(C1)C2=O	3	-13	1
COCCN(C(=O)c1cc(-c2ccccc2Cl)nc2ccccc12)c1c(N)n(CC(C)C)c(=O)[nH]c1=O	0	6	5
CC(=O)OCCNc1cc(Sc2nc3ccccc3[nH]2)c2nonc2c1[N+](=O)[O-]	59*	103*	96*

SMILES	EBI2 antag	CCR6 antag	CXCR6 inh
CCOC(=O)N1CCN(C(=O)C2CCCN(c3ncnc4c3sc3cccc(F)c34)C2)CC1 (configuration not stated)	1	-10	-6
O=C(Oc1ccccc1)c1ccccc1C(=O)Oc1ccccc1	-6	19	4
CC1CCCN1c1ccnc2cc(Cl)ccc12 (configuration not stated)	-9	4	7
Cc1ccc(S(=O)(=O)Nc2ccccc2N=Cc2ccc([N+](=O)[O-])cc2[N+](=O)[O-])cc1	-32	20	2
O=C1CCC[C@@H]2C[C@@]3(C[C@@H]4CCN1[C@H]24)Nc1cc([N+](=O)[O-])ccc1NC3=NC1CCCCC1	5	25	19
C=C(C)CC(NCCc1ccccc1)c1ccco1 (configuration not stated)	-1	7	5
Nc1ccccc1/C=C/c1ccccc1N	-3	0	2
O=C(Nc1ccc2c(c1)OCO2)C1CCN(C(=O)c2cccs2)CC1	-3	-5	-1
Cc1ccc(Nc2n[nH]c(=S)s2)cc1F	-18	17	5
O/N=C/c1cn(-c2ccccc2)nc1-c1ccccc1	3	3	-2

SMILES	EBI2 antag	CCR6 antag	CXCR6 inh
Nc1[nH]c(=O)[nH]c(=O)c1N=Cc1ccccc1	-10	-4	-14
O=C(Nc1ccc2ccccc2c1)c1cccc2ccccc12	15	10	4
CC(=O)c1cccc(OCC(O)CNCC2CCCCC2)c1 (configuration not stated)	1	3	-3
O=C(CC(=O)c1ccccc1)CC(O)(C=Cc1ccccc1)c1ccccc1 (configuration not stated)	-6	17	3
O=C(O)c1ccc(-n2cccc2/C=C2/NC(=O)N(c3cccc(Cl)c3)C2=O)cc1	-1	12	9
CCCCOCCO	-4	3	2
O=S(Cc1ccc(Cl)cc1)c1ccccc1 (configuration not stated)	-9	11	6
Cc1ccccc1C1=C/C(=C(\SS/C(C(=O)c2ccc(OCC(=O)O)c(Cl)c2Cl)=C2\C=C(c3ccccc3C)SS2)C(=O)c2ccc(OCC(=O)O)c(Cl)c2Cl)SS1	13	62*	29
O=c1[nH]c2ccc(Cl)cc2[nH]1	-5	-4	-9
CC(C)n1c(SCCCc2ccccc2)nc2c1c(=O)[nH]c(=O)n2C	4	10	-3

SMILES	EBI2 antag	CCR6 antag	CXCR6 inh
O=C1Nc2ccc(C(=O)O)c(O)c2C1=O	7	18	13
CC(=O)Nc1cccc(C(=O)/C=C/c2cccs2)c1	-15	11	-5
Cc1ccc(S(=O)(=O)c2nc(-c3ccco3)oc2NCC2CCCO2)cc1 (configuration not stated)	4	-1	8
O=C(Nc1ccc2c(c1)OCCO2)c1ccc(Br)s1	3	10	0
CCN(c1ccccc1)S(=O)(=O)c1cccc(C(=O)NCC(c2ccco2)N2CCCCC2)c1 (configuration not stated)	10	21	20
O=C1C=CC(c2ccccc2)(c2ccccc2)CC1	6	10	6
CCOc1ccc(NC(=O)CN(C)C(=O)c2cn(-c3ccc(C)cc3)nc2-c2cccc(OC)c2)cc1OCC	-3	5	7
COCCn1c(-c2ccc(C)cc2)nc2c(c(=O)c3ccccc3n2C)c1=O	1	0	0
COc1cc2c(cc1NC(=O)C(Cl)Cl)-c1ccc(NC(=O)C(Cl)Cl)cc1C2	-4	19	7

Structural class: the compounds so far containing an aryl methoxy group
SMILES	EBI2 antag	CCR6 antag	CXCR6 inh
CCC[C@H]1CC(=O)C=C(c2ccc(OC)cc2)ON1C(=O)OC(C)(C)C	14	14	4
COc1ccc(C2CC(c3ccc(Cl)cc3)Nc3nc(NC(=O)c4ccco4)nn32)cc1 (configuration not stated)	-1	-3	5
COc1cccc(C2/C(=C(/O)c3ccccc3)C(=O)C(=O)N2CCCC(=O)O)c1 (configuration not stated)	7	4	-5
COc1ccc(CCNC(=O)CN2CCC(n3nnc4cc(F)ccc43)CC2)cc1OC	-4	3	7
COc1cccc(C2c3cc4c(cc3OC(N3CCCC3)C2C)OCO4)c1O (configuration not stated)	9	12	2
COc1ccc(/C=C(/NC(=O)c2ccccc2)C(=O)N/N=C/c2ccc3c(c2)OCO3)cc1OC	-2	0	-1
COc1ccccc1/C=C/C(=O)/C=C/c1ccccc1O	44*	30	14
COc1cc(C(=O)Nc2nnc(Cc3ccccc3)s2)cc(OC)c1OC	4	9	-9
COc1cccc2nc3c(C(=O)NCCN(C)C)cccc3cc12	-14	10	-1
COc1ccc(NC(=O)c2oc3ccccc3c2NC(=O)c2ccc(OC)c(OC)c2)c(OC)c1	3	8	7
CCOc1ccc(NC(=O)CN(C)C(=O)c2cn(-c3ccc(C)cc3)nc2-c2cccc(OC)c2)cc1OCC	-3	5	7
COc1cc2c(cc1NC(=O)C(Cl)Cl)-c1ccc(NC(=O)C(Cl)Cl)cc1C2	-4	19	7
